GAA glycogen mod: alters human alpha-glucosidase cleavage of glycogen; P10253; recombinant GAA, glycogen substrate, Amplex Red glucose oxidase fluorescence; Potency, µM (top dose mostly 76.4 µM), for the others: at the highest dose activity change, negative = inhibition, hits mostly inhibitors; 300,000 tested, 0.38% active;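 note: 0% = full enzyme reaction and -100% = no-enzyme basal signal; the screen sought inhibitors and activators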
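Recombinant human enzyme (4 nM); glycogen substrate; 37 C, 40 min, pH 5.0. Readout: coupled glucose oxidase/Amplex Red fluorescence.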
aGlu spleen mod: lysosomal alpha-glucosidase (human) modulation. P10253. human spleen homogenate, 4-MU-alpha-glucoside fluorescence. Potency, µM (series often up to 79.9 µM), for inactives: at the top dose activity change, negative = inhibition, hits mostly inhibitors. 240,000 tested, 0.006% active. AID 2112;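 note: 0% = enzyme with vehicle and -100% = no enzyme basal signal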
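AC50 values come from Hill-equation fits of concentration-response data, normalized to no-enzyme and full-activity controls. Enzyme source: 1 ug human spleen homogenate; 1 mM fluorogenic 4-MU glucoside, pH 5.0 citrate buffer, 37 C, 40 min.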
Tau fluor cs: counter-screen for tau fibril formation inhibitors. tau K18 P301L Alexa594 fluorescence, heparin fibrillization. Potency, µM (doses to about 57.7 µM), for inactives: top-dose activity change, negative = decrease. 280,000 tested, 0.93% active; note: % is set by controls: 0 for no effect and ±100 for the full control effect; nearly all actives have a fitted effect of over 55% in size
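Human tau K18 P301L (15 uM unlabeled, 0.24 uM Alexa 594-labeled) in 100 mM sodium acetate pH 7 with 20 uM heparin, 6 hr at 37 C. ThT 30 uM added, 1 hr ambient; Alexa 594 FP and total fluorescence read at 555/632 nm.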
GAA inhib: blocks human lysosomal alpha-glucosidase; Potency, µM (doses to about 76.9 µM), without a hit: at the highest dose activity change, negative = inhibition, hits mostly inhibitors; AID 1466; 200,000 tested, 0.005% active; P10253; purified human GAA, 4-MU-alpha-glucoside fluorescence;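 note: plate controls were uninhibited enzyme wells for no effect and no-enzyme background for full effect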
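Endpoint fluorogenic read: 20 min room-temperature reaction of 4 nM human alpha-glucosidase with 400 uM 4-methylumbelliferyl-alpha-D-pyranoside, pH 5.0, quenched with 1M NaOH/1M glycine pH 10. AC50 from Hill modeling.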
GLA spleen mod: alpha-galactosidase A (human) modulation; P06280; human spleen homogenate, 4MU-alpha-Gal fluorescence, 40 min; Potency, µM (series often up to 80 µM), for inactives: top-dose activity change, negative = inhibition, usual class: inhibitors; 240,000 tested, 0.008% active;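 note: 0% = enzyme with vehicle and -100% = no enzyme basal signal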
Target sequence (P06280 32-429 limits assumed): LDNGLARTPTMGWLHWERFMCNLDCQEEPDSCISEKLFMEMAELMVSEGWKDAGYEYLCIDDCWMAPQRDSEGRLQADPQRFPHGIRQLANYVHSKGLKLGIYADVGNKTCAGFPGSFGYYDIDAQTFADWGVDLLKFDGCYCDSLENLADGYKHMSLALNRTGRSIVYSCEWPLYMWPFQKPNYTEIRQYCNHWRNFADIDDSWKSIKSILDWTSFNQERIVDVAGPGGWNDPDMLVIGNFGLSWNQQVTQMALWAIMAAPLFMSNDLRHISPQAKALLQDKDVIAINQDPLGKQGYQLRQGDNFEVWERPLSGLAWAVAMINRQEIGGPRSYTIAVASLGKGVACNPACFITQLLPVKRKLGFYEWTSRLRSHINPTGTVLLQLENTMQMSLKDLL
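qHTS titration in buffer at pH 5.0. Alpha-galactosidase activity in spleen homogenate was measured via 4-methylumbelliferone release from 1 mM fluorogenic substrate after 40 min at 37C and a pH 10 stop. AC50 came from Hill fits of control-normalized data.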
HTT ATP protect: Huntington cell model cytoprotection by ATP luminescence; PC12 HTT-Q103 induced, cytoprotection, ATP luminescence, 40 h; Potency, µM (series often up to 56.4 µM), for inactives: cytoprotection (ATP increase), hits mostly activators; 230,000 tested, 0.14% active; AID 1471;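 note: % of control where 0% means no effect; nearly all actives have a fitted effect of over 45% in size; toxic huntingtin expression switched on by the ecdysone agonist tebufenozide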
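Stable PC12 Q103-GFP cells in serum-supplemented, phenol red-free DMEM; induction by tebufenozide at 100 nM final; compound dose series; cell viability quantified luminescently from ATP.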
Tau fibril FP: blocks human tau fibril formation measured by polarization; P10636; K18 P301L tau heparin fibrillization, Alexa594 FP, 6 h; Potency, µM (highest dose often 57.7 µM), for the others: top-dose activity, negative = inhibition, hits mostly inhibitors; 280,000 tested, 0.39% active; note: % is set by controls: 0 for no effect and ±100 for the full control effect; nearly all actives have a fitted effect of over 55% in size
Target sequence (P10636 561-689 P618L limits assumed): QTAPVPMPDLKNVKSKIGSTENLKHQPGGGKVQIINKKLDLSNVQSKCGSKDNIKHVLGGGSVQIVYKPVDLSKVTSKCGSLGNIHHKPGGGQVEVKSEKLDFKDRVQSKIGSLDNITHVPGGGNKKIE
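Steps: dispense K18 P301L tau (15 uM plus 0.24 uM Alexa 594 tracer, final) in pH 7 sodium acetate; add compound; add heparin (20 uM final); incubate 6 hr, 37 C; add ThT (30 uM final); after 1 hr ambient, read FP.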
Tau ThT inhib: blocks human tau fibril formation measured by thioflavin T | P10636 | recombinant tau K18 P301L, heparin-induced fibrillization, ThT fluorescence | Potency, µM (series often up to 57.4 µM), inactives show at the top dose activity, negative = inhibition, hits mostly inhibitors | 270,000 tested, 2.1% active | AID 1460; note: % is set by controls: 0 for no effect and ±100 for the full control effect; nearly all actives have a fitted effect of over 55% in size
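Fibril formation assay: tau K18 P301L at 15 uM with trace Alexa 594 label, heparin inducer 20 uM, pH 7 sodium acetate buffer, 37 C for 6 hr; endpoint ThT signal.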
An asterisk follows results filed as active; ? = inconclusive; . = no result given; & = joins results of further samples; [ ] = another dose, or the depositor's remark. Calls come from the whole dose curve; as a rule, active = well fitted curve in the direction sought with a large enough effect; inconclusive = small, poorly fitted or top-dose-only effect, or another doubt; inactive = no such curve, though single readings can be large; an effect the other way counts as inactive or inconclusive. Potency is the fitted concentration of half-maximal effect. Compounds as they come; overall some 3.3% were active at least once.

Values run as follows: GAA glycogen mod | aGlu spleen mod | Tau fluor cs | GAA inhib | GLA spleen mod | HTT ATP protect | Tau fibril FP | Tau ThT inhib
CC1(C(=O)O)CCC(C(=O)NC2CCCCCC2)C1(C)C (stereo unspecified)
  6% | -9% | -3% | -17%[15.4 µM] | -1% | -8% | 4% | -5%
O=C1c2oc3ccccc3c(=O)c2C(c2cccc(O)c2)N1CCCN1CCOCC1 (stereo unspecified)
  -8% | 3% | 3% | 1%[15.4 µM] | 6% | -10% | -5% | -4%
Cc1cccc(NC(=O)NCCc2c[nH]c3ccccc23)c1
  -9% | -8% | ? | -3% | -9% | -35% | 13% | ?
Cc1ccc(OC(C)c2nnc(N)s2)cc1Cl (stereo unspecified)
  -5% | -22% | 2% | -2% | 3% | 14% | 1% | 5%
Cc1ccc(Nc2nn3c(=O)c4cc5c(cc4nc3s2)OCO5)cc1Cl
  10%[76.3 µM] | . | -21% | . | . | . | -11% | ?
COc1ccc(N=c2ssnc2Cl)cc1
  -15% | -3% | -24% | 3% | 5% | -4%[10 µM] | ? | 13µM*
CSc1ccccc1C(=O)NCC1CCCO1 (stereo unspecified)
  0% | -2% | -4% | -3% | 3% | -7% | 7% | 2%
COc1cc(C2C(C(=O)OC(C)C)=C(C)N=C3SCCC(=O)N32)ccc1OCc1ccccc1 (stereo unspecified)
  -13%[76.3 µM] | . | -18% | . | . | . | -6% | -14%
C/C(CCC(=O)OC[C@H]1O[C@H](C#Cc2ccccc2)C=C[C@@H]1Oc1ccc(C)cc1)=N\O[C@@H](C)CN1CCCCc2nc(C)c(C)cc21
  2% | -11% | -20% | -1%[15.4 µM] | 8% | . | -6% | ?
C=CCOc1c(Br)cc(CNn2nnnc2N)cc1OC
  1% | -8% | 2% | -21% | 1% | 11% | 2% | -5%
CC(C)NS(=O)(=O)c1ccc(NC(=O)CCc2ccccc2)cc1
  3% | -2% | -12% | -2% | 7% | 7% | 4% | 1%
NS(=O)(=O)c1ccc(CCNS(=O)(=O)c2ccc(Cl)nc2)cc1
  1% | -3% | -5% | . | 4% | 11%[10 µM] | -5% | -2%
COc1ccc(C(=O)C(OC(=O)c2ccccc2Cl)c2ccccc2)cc1 (stereo unspecified)
  -8% | -7% | ? | 3% | -6% | -35%[10 µM] | -17% | 5%
Cc1[nH]n(-c2cccc(Cl)c2)c(=O)c1C=NCC(C)C
  7% | 0% | -14% | 5% | -12% | -50%[inhibitor] | 0% | -6%
CCOC(=O)NC(=O)CSc1nc(C)cc(C(F)(F)F)c1C#N
  2% | 4% | 3% | -7% | 3% | 31% | 4% | -12%
CC(C)C(c1nnnn1CCc1ccccc1)N1CCN(C(=O)c2ccco2)CC1 (stereo unspecified)
  10% | -6% | 1% | 5% | -4% | 1% | 2% | -2%
NS(=O)(=O)c1cccc(NC(=S)NC(=O)C23CC4CC(CC(C4)C2)C3)c1
  8% | -1% | -13% | -25% | 6% | 1%[10 µM] | 4% | -3%
N=c1ncn(Cc2ccccc2)c2nc(SCCOc3ccccc3)[nH]c12
  7% | -5% | -14% | ? | 2% | -56%[inhibitor][10 µM] | -10% | 2%
C=CCOC[C@@H]1CN2[C@H](c3ccc(Br)cc3)[C@@H](C)CC[C@H]2C(=O)O1
  . | -3% | -2% | . | 9% | -27% | -1% | -1%
C(=C\c1ccccc1)/C=N/Nc1nncc(-c2ccccc2)n1
  -4% | -6% | -7% | -4% | 2% | -3%[10 µM] | -3% | ?

Values run as follows: GAA glycogen mod | aGlu spleen mod | Tau fluor cs | GAA inhib | GLA spleen mod | HTT ATP protect | Tau fibril FP | Tau ThT inhib
N#CC1=C2SCN(Cc3ccco3)CN2C(=O)CC1c1ccccc1F (stereo unspecified)
  -21% | -7% | -24% | -3% | -11% | 14% | ? | 18µM*
OCc1ccccc1OCCOc1ccc(Cl)c2cccnc12
  0% | -8% | -1% | 4% | -18% | -26% | 2% | -12%
CC(C)CCN1NC2(CCCC(C)C2)NC1=S (stereo unspecified)
  ? | 0% | -10% | . | 6% | 5%[10 µM] | 0% | -10%
O=C1c2ccccc2S(=O)(=O)N1Cc1cccc(S(=O)(=O)N2CCOCC2)c1
  5% | -3% | -10% | -11% | 3% | -8% | -6% | 0%
CCCn1c(=O)sc2cc(NC(=O)c3ccc(OC)c(Br)c3)ccc21
  7%[76.3 µM] | . | ? | . | . | . | ? | 8%
CCOC(=O)c1sc(=S)n(C)c1C
  -15% | -1% | -6% | 5% | 0% | -9% | -11% | 7%
CC(=O)Nc1ccc(NC(=O)CN(c2ccc([N+](=O)[O-])cc2)S(=O)(=O)c2ccccc2)cc1
  -5% | 0% | ? | 1% | 4% | -22% | -1% | -10%
CC1CCCC(C(=O)OCc2ccccc2)N1 (stereo unspecified)
  4% | 0% | -1% | -7% | -5% | 7%[1.9 µM] | -6% | -4%
Cc1nc2c3ccccc3nc(NNC(=O)CCC(=O)N3CCN(c4cccc(C(F)(F)F)c4)CC3)n2n1
  -19%[76.3 µM] | . | -15% | . | . | . | 5% | -13%
O=C(NCCc1ccccc1)c1ccc2c(c1)N(Cc1ccc(Cl)cc1)C(=O)c1ccccc1S2(=O)=O
  -11%[76.3 µM] | . | ? | . | . | . | ? | 7%
COc1cccc(C2C(C(=O)/C=C/c3ccco3)=C(O)C(=O)N2CCN2CCOCC2)c1 (stereo unspecified)
  -16% | -3% | -7% | -3% | -4% | 1% | -4% | ?
CCCS(=O)(=O)N1CCN(Cc2c[nH]c3ccccc23)CC1
  -10% | 2% | -21% | 4% | 0% | . | 5% | -14%
COc1ccccc1S(=O)(=O)CC(O)COc1ccc(F)cc1Cl (stereo unspecified)
  17% | 3% | 2% | 15% | -5% | -18% | 3% | 10%
COc1ccc(C(=O)NCC(=O)NCC(=O)OCC(=O)c2cccs2)cc1
  -3% | 2% | 4% | 1% | -12% | . | 3% | 1%
O=C1CS/C(=N/N=C2C3CC4CC(C3)CC2C4)N1
  -12% | -7% | -2% | 2% | 3% | 19%[10 µM] | 4% | -6%
CCC(C)[C@@H](N)C(=O)N/N=C/c1ccc2ncccc2c1 (stereo partly specified)
  -1% | -14% | -2% | 5% | -1% | -4%[10 µM] | -4% | 3%
COc1ccc(OC)c(/C=N/NC(=O)CC2C(=O)NN=C2C)c1 (stereo unspecified)
  ? | -9% | -4% | -1% | -5% | -1% | 1% | -9%
Cn1cccc1/C=N/NC(=O)c1cc(-c2cccs2)nc2ccccc12
  1% | -6% | ? | -8% | 0% | . | 11% | 8%
Cc1ccc(-c2nn(-c3ccccc3)cc2C(=O)OCC(=O)Nc2ncc(Cl)cc2Cl)cc1
  -8% | 1% | ? | -5% | -3% | 29%[10 µM] | 10% | -6%
Cc1ccc2nc(-c3ccncc3)c(Nc3ccccc3)n2c1
  ? | -20% | -8% | 7% | -5% | 8%[10 µM] | 5% | 0%

Values run as follows: GAA glycogen mod | aGlu spleen mod | Tau fluor cs | GAA inhib | GLA spleen mod | HTT ATP protect | Tau fibril FP | Tau ThT inhib
O=C1CCc2cc(S(=O)(=O)NCCC(=O)NC3CCN(Cc4ccccc4)CC3)ccc2N1
  7% | -4% | -21% | 8% | -7% | -16% | -13% | -10%
COc1ccccc1NC(=O)C1=C(C)NC(=O)NC1c1cc(C)cs1 (stereo unspecified)
  -3% | -2% | -15% | 10% | 3% | -4%[10 µM] | 4% | -13%
CCCn1c(NC(=O)c2ccc(Br)cc2)nc2ccccc21
  -9% | 0% | -11% | -2% | 0% | -23% | -3% | -10%
O=C(NC(Cc1c[nH]c2ccccc12)C(=O)Nc1ccc(OC(F)(F)F)cc1)c1cccs1 (stereo unspecified)
  -6% | -4% | 7.9µM*[quencher] | -4% | 1% | 10%[10 µM] | ? | -3%
COC(=O)C1(C(C)=O)CC2=CC[C@H]3C(=O)N(c4ccccc4)C(=O)[C@H]3[C@@H]2Cc2ccccc2[C@@H]1C[N+](=O)[O-] (stereo partly specified)
  . | -1%&-4% | -8%&-24% | . | -9%&-5% | -46%&-15%[inhibitor] | 3%&-11% | -6%&-18%
CCc1ccc2nc(NC(=O)c3cc(C)on3)sc2c1
  4% | -11% | -25% | 0% | 3% | -90%[inhibitor] | -5% | ?
Cc1ccc(N(CC(=O)N2CCN(c3ccccc3F)CC2)S(=O)(=O)c2c(C)noc2C)cc1
  -10%[76.3 µM] | . | 4% | . | . | . | -1% | 4%

Of the compounds above, these contain an aryl methoxy group:
Values run as follows: GAA glycogen mod | aGlu spleen mod | Tau fluor cs | GAA inhib | GLA spleen mod | HTT ATP protect | Tau fibril FP | Tau ThT inhib
COc1ccc(N=c2ssnc2Cl)cc1
  -15% | -3% | -24% | 3% | 5% | -4%[10 µM] | ? | 13µM*
COc1cc(C2C(C(=O)OC(C)C)=C(C)N=C3SCCC(=O)N32)ccc1OCc1ccccc1 (stereo unspecified)
  -13%[76.3 µM] | . | -18% | . | . | . | -6% | -14%
C=CCOc1c(Br)cc(CNn2nnnc2N)cc1OC
  1% | -8% | 2% | -21% | 1% | 11% | 2% | -5%
COc1ccc(C(=O)C(OC(=O)c2ccccc2Cl)c2ccccc2)cc1 (stereo unspecified)
  -8% | -7% | ? | 3% | -6% | -35%[10 µM] | -17% | 5%
CCCn1c(=O)sc2cc(NC(=O)c3ccc(OC)c(Br)c3)ccc21
  7%[76.3 µM] | . | ? | . | . | . | ? | 8%
COc1cccc(C2C(C(=O)/C=C/c3ccco3)=C(O)C(=O)N2CCN2CCOCC2)c1 (stereo unspecified)
  -16% | -3% | -7% | -3% | -4% | 1% | -4% | ?
COc1ccccc1S(=O)(=O)CC(O)COc1ccc(F)cc1Cl (stereo unspecified)
  17% | 3% | 2% | 15% | -5% | -18% | 3% | 10%
COc1ccc(C(=O)NCC(=O)NCC(=O)OCC(=O)c2cccs2)cc1
  -3% | 2% | 4% | 1% | -12% | . | 3% | 1%
COc1ccc(OC)c(/C=N/NC(=O)CC2C(=O)NN=C2C)c1 (stereo unspecified)
  ? | -9% | -4% | -1% | -5% | -1% | 1% | -9%
COc1ccccc1NC(=O)C1=C(C)NC(=O)NC1c1cc(C)cs1 (stereo unspecified)
  -3% | -2% | -15% | 10% | 3% | -4%[10 µM] | 4% | -13%

From PubChem BioAssay
